EWS-Fli inh: blocks EWS/Fli oncoprotein-driven transcription | inhibition, % at 12.6 µM | 0.67% of 350,000 active | A673 NR0B1-luciferase reporter, viability-normalised;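 active = mean inhibition of at least 50% after viability correction, with every replicate also passing that limit; inconclusive = mean reaches 50% but only one of two replicates passes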;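 also: firefly luciferase signal divided by Alamar Blue viability fluorescence both relative to DMSO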
GSIS activator: GLuc luminescence reporter in INS-1E cells, primary screen for activators of glucose-dependent secretion of insulin | INS-1E GLuc reporter insulin secretion, 2-3 h | AID 743287 | activation, % at 16.6 µM | 0.61% of 370,000 active;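 active = lowest replicate activation of at least 40%, so every replicate reaches that level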;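 also: 0% = median of neutral control wells and 100% = median of IBMX positive control wells; some compounds called inactive have numbers as strong as hits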
F508del corr: correctors of CFTR F508del function in bronchial epithelial cells | activity (quench increase), % at 7.58 µM | CFBE cells, YFP halide quenching; stimulated with forskolin plus potentiator P3; % fluorescence drop versus neutral controls | 0.36% of 350,000 active | AID 720511;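 active = mean added fluorescence quench of at least 8% versus neutral control, with both replicates also reaching 8%; inconclusive = only one of the mean or replicate conditions met; inactive = mean below 8% and not both replicates reaching 8%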;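 also: cells transiently co-express mutant CFTR-F508del with the halide-sensitive YFP; corrector assay measuring rescue of mutant channel to the surface after 24 h compound exposure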
miR-122 sensor: miR-122 inhibition in Huh7 cells | activation (reporter increase), % at 12.5 µM | Huh7 miR-122 Renilla luciferase sensor, 48 h; neutral wells = 0, positive control = 100 | AID 602342 | 0.3% of 340,000 active;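 active = mean replicate activation score at least 90 and every replicate individually at or above 90; inconclusive = only one of the two criteria met; inactive = neither criterion met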;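 also: higher luciferase means less miR-122 activity so hits act as miR-122 inhibitors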
PAX8 inh HTS: lowers PAX8-driven luciferase in RMG-I cells. RMG-I TPO-luciferase reporter, SteadyGlo, 24 h. inhibition, % at 12.6 µM. 1.2% of 360,000 active;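 active = mean replicate inhibition at least 60% with every replicate also reaching 60%; inconclusive = only one of the two criteria is met; inactive = mean below 60% and not all replicates reaching 60%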;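 also: luciferase light reporting Pax8 driven TPO promoter activity; plate controls were median of neutral control wells for no effect and mitoxantrone controls for full effect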
FN deposition inh: fibronectin deposition inhibition; AH1F fibroblasts, Alexa488-fibronectin deposition fluorescence, overnight; inhibition, % at 12.6 µM; 0.086% of 350,000 active; AID 743247;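 active = mean inhibition across replicates of 30% or more, regardless of how many single replicates reach that level; inconclusive = mean under 30% yet at least half of replicates reach 30%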;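 also: positive control wells lacked labelled fibronectin entirely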
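Assay system: AH1F fibroblasts / Quantity: 10000 cells per well / Medium: DMEM plus 2% serum, read in PBS / Reagent: labelled fibronectin 24 nM / Dosing: single dose, pinned / Times: 1 h cell attachment, overnight exposure to compound and label / Signal: fluorescence, ex 485 nm, em 525 nm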
DENV2 CPE: inhibitors of DENV2 cytopathic effect | DENV2-infected cells, cytopathic effect rescue, plate reader | CPE inhibition, % at 9.99 µM | 1.7% of 350,000 active | AID 651640; in the data active = CPE inhibition above about 20%, passing the limit was not always enough; inconclusive = no clear call, values can overlap the other calls; tested in BHK-21 cells;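 also: 0% = median of neutral control wells and 100% = median of positive control wells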
* marks the source's active call; other numbers are inactive results; ? = inconclusive; . = not tested or not shown; & = joins results of further samples; [ ] = another dose, or the depositor's remark.

SMILES	EWS-Fli inh	GSIS activator	F508del corr	miR-122 sensor	PAX8 inh HTS	FN deposition inh	DENV2 CPE
CC1(C(=O)Nc2ccc(F)cc2F)CCN1C(=O)Cc1ccc(Cl)cc1Cl (stereo not given)	3	-21	0.6	-3	8	6	6
Cc1ccc(SCC(=O)NCc2ccccc2)cc1	-30	9	-2.1	-3	-11	6	9
C[C@H](CO)N1C[C@H](C)[C@H](CN(C)Cc2ccc(C(=O)Nc3ccccc3N)cc2)Oc2c(NC(=O)c3ccc(-c4nccs4)cc3)cccc2C1=O	37	-11	2.6	8[16.7 µM]	.	.	-12
COc1ccc(C2=NN(C(=O)CSc3ncccn3)C(c3ccc(OC)cc3)C2)cc1 (stereo not given)	2	14	.	.	12	7	-4
O=C(COC(=O)CCN1C(=O)c2cccc([N+](=O)[O-])c2C1=O)NCc1ccccc1	0	-1	0.9	.	-2	-4	-7
O=C(Cc1ccc(Cl)cc1)N/N=C/c1ccc(O)c(O)c1	3	.	2.7	-1	16	3	-2
C/C(=N\NS(=O)(=O)c1ccc(C)cc1)c1cccs1	.	.	.	39	-14	6	.
CC=Cc1ccc2n(c1=O)C[C@@H]1[C@@H](CO)[C@H](C(=O)NCC)[C@H]2N1S(=O)(=O)c1cn(C)cn1 (mixture of isomers)	-7	15	-0.7	-2[16.7 µM]	.	.	-5
COc1cccc(C(=O)C2CCCN(C(=O)c3ccccc3Cl)C2)c1 (stereo not given)	-2	6	4.4	6	-12	3	-2
COc1ccc2c3c([nH]c2c1)[C@H](CO)N(C(=O)CN1CCOCC1)CC31CCN(C)CC1	-4	27	1.2	.	.	.	-7
O=C1C=C(c2cccc3c2Oc2ccccc2S3)C[C@@H](c2ccc(Cl)cc2)C1	26	1	1.8	-3	6	8	-23
C[C@]12C(=O)N(c3cccc(F)c3)C(=O)N1[C@H]1c3ccccc3OC[C@@H]1[C@H]2c1ccccc1	-10	-16	0.8	-1	2	-16	10
C=CCNC(=S)NNC(=O)C(CCCC)CC(O)COCC(C)C (stereo not given)	-7	-2	1.2	2	-2	7	8
C[C@@H]1CN([C@H](C)CO)C(=O)c2cccc(NC(=O)c3nc4ccccc4s3)c2O[C@H]1CN(C)Cc1ccncc1	6	-8	1.9	16[16.7 µM]	23	.	-15
CN1CCN(c2ccc(CNC(=O)C3Cc4c(-c5ccc6c(c5)OCO6)ccnc4O3)cc2)CC1 (stereo not given)	-16	7	-3.0	-33	3	0	11
COc1ccccc1CNC(=O)CSc1n[nH]c(N)n1	4	15	-2.4	3	-16	-5	4
CC(C)NC(=O)Nc1cccc2c1O[C@H](CN(C)C(=O)Nc1ccc(C(F)(F)F)cc1)[C@H](C)CN([C@H](C)CO)C2=O	1	2	-3.0	-14[16.7 µM]	3	.	-5
COc1ccc(C(=O)N/N=C(\C)c2cccc(NC(=O)c3ccc(F)cc3)c2)c(OC)c1	-20	7	-4.1	0	.	4	-7
O=S(=O)(Cc1ccccc1)N1CCCCN2[C@H](CO)[C@H](c3ccc(-c4cccnc4)cc3)[C@@H]2C1	1	-20	0.2	-7[16.7 µM]	-10	.	5
O=C(Nc1ccc(Cl)cc1)N1[C@@H]2CNC[C@H]1C2c1ccc(/C=C/c2ccccc2)cc1 (stereo not given in full)	.	10&5	-1.2&-2.3	.	.	-5&-6	6&2
COc1ccccc1/C=C/C=N/NC(=O)c1cc(-c2ccco2)[nH]n1	-5	.	-0.6	-5	9	-3	?
COc1ccc(C(=O)COC(=O)/C=C/c2ccccc2[N+](=O)[O-])cc1	3	.	-1.0	0	-15	.	5
O=[N+]([O-])c1cccc(S(=O)(=O)c2ccc(N3CCCCC3)c([N+](=O)[O-])c2)c1	13	-1	-2.7	-1	15	0	.
O=C(C[C@H]1C=C[C@H](NC(=O)Nc2cc(F)ccc2F)[C@H](CO)O1)NCCCN1CCOCC1	-8	8	0.4	-6[16.7 µM]	-11	10	-3
COC(=O)c1ccc2nc(NC(=O)C3CC3)sc2c1	.	23	-3.0	-3	-13	-8	4
CCCC#Cc1ccc2c(c1)O[C@H](CN(C)C(=O)NCCC)[C@@H](C)CN([C@H](C)CO)S2(=O)=O	15	1	-1.7	41[16.7 µM]	7	.	-5
O=C(NC1CCN(c2ncccn2)CC1)c1c(F)cccc1F	-3	33	0.3	6	9	-2	7
CC(COc1ccc(C(C)C)cc1)NC(=O)c1ccc(Br)o1 (stereo not given)	.	-22	-2.1	2	4	-3	5
CCCCCSc1ncccc1C(=O)O	-11	-8	-1.1	3	1	2	1
C[C@@H]1CCCCO[C@H](CN(C)C(=O)Nc2ccc(F)cc2)[C@H](C)CN([C@@H](C)CO)C(=O)c2cc(NC(=O)Nc3ccc(F)cc3)ccc2O1	-3	0	-0.5	1[16.7 µM]	-4	-14	10
COc1ccc(-c2nnn(CC(=O)N(CC3CCCO3)C(C(=O)NC(C)(C)C)c3ccco3)n2)cc1OC (stereo not given)	-3	11	-0.4	.	6	0	.
O=c1cc(N2CCCCC2)c(-c2ccccc2)nn1Cc1ccccc1	8	-5	4.1	14	7	6	-6
Cc1cc(Cl)ccc1C1=CC(=O)C[C@H](c2ccc(F)cc2)C1	5	-2	3.2	-11	-6	18	0
Cc1cccc(OCC(=O)NC2CC(C)(C)NC(C)(C)C2)c1	-8	20	-0.3	-1	-16	4	3
CCOc1ccc(C(c2c(C)n(C)n(-c3ccccc3)c2=O)c2c(C)n(C)n(-c3ccccc3)c2=O)c(O)c1	12	.	-0.9	1	14	-2	2
COc1ccc(CNC(=O)C[C@H]2CC[C@@H](NC(=O)c3ccc4c(c3)OCO4)[C@H](CO)O2)cc1	10	-3	-1.2	.	-5	-2	7
O=C(NCc1cccnc1)c1cnc2ccccc2n1	-5	-4	.	.	15	0	1
COCC(=O)Nc1ccc2c(c1)C(=O)N(C)C[C@H](OC)[C@@H](C)CN(Cc1ccccn1)[C@@H](C)CO2	3	4	0.2	.	.	.	-3
COc1ccc(OC)c(N/C(N)=N/c2nc(C)cc(C)n2)c1	-4	7	8.9*	12	16	-4	-4
O=C(/C=C/c1ccccc1[N+](=O)[O-])N1CCN(C(=O)c2ccco2)CC1	1	4	0.9	-5	2	-2	.

F508del corr: hit marks shown above
mol	GSIS activator	F508del corr	miR-122 sensor	DENV2 CPE
COc1ccc(OC)c(N/C(N)=N/c2nc(C)cc(C)n2)c1	7	8.9*	12	-4

Next section
SMILES	EWS-Fli inh	GSIS activator	F508del corr	miR-122 sensor	PAX8 inh HTS	FN deposition inh	DENV2 CPE
CC(C)CSc1nc2ccccc2[nH]1	-63	2	-1.1	.	-94	-2	-6
CN(CCC#N)C(=O)COC(=O)c1ccc(Cl)c(S(N)(=O)=O)c1	.	.	.	-8	11	4	.
CC1=C(C(=O)N(C)C)CC(CC(=O)NCc2cccs2)C(=O)N1CCCN1CCCC1=O (stereo not given)	0	-7	-2.2	2	0	-1	3
O=C(/C=C/Sc1ccccc1)c1ccccc1	24	-10	-0.8	.	.	2	5
CCCCNC(=O)C1(C)CCN1C(=O)c1cc(F)ccc1C (stereo not given)	-3	1	1.5	-5	-1	2	0
COc1cccc(-n2c(SC)nnc2-c2cnccn2)c1	.	19	.	-1	.	3	.
CCCC#Cc1ccc2c(c1)[C@@H]1[C@@H](CCN1S(=O)(=O)c1ccc(F)cc1)[C@@H](CO)N2C	14	2	-0.7	-7[16.7 µM]	9	7	-10
O=S(=O)(NCCCN1CCOCC1)c1ccc(F)c(Cl)c1	-4	.	-1.9	.	-15	-3	-3
COc1ccc(-c2cn(C[C@@H](Cc3ccccc3)NC(=O)Nc3ccccc3)nn2)cc1OC	-1	.	0.0	.	-11	.	-3
O=C(C1Cc2ccccc2CN1C(=O)c1ccco1)N1CCN(c2ccccc2)CC1 (stereo not given)	1	2	-1.4	20	3	-1	-3
Cc1sc(N)nc1-c1c(C)n(C)c2ccccc12	-5	-64	-1.6	-1	-9	1	-3
CCOc1ccc(NC(=O)Cc2cccc3ccccc23)c([N+](=O)[O-])c1	9	-25	2.9	.	21	-8	-2
CCc1c(C)nc2c(-c3ccccc3)c[nH]n2c1=O	11	-18	2.1	.	3	6	-2
CS(=O)(=O)N1CCC(Oc2ccccc2C(=O)NC2CCOC2)CC1 (stereo not given)	1	.	6.5	.	-8	9	5
O=C(Nc1ccccc1F)N[C@@H]1CC[C@@H](CCNC(=O)C2CC2)O[C@H]1CO	3	14	-2.8	.	.	-10	2
CCc1ccc(OCC(=O)NC(=S)Nc2ccc(C(C)=O)cc2)c(Br)c1	8	8	1.5	-4	.	.	2
CCN1C(=O)C(CC(=O)Nc2ccc(F)cc2)N(CCCN2CCN(c3ccc(F)cc3)CC2)C1=S (stereo not given)	19	-32	0.7	.	6	-11	-7
O=C(/C=C/c1ccco1)N1CCN(c2ncccn2)CC1	.	-8	.	-2	-54	2	.
CC(C)[C@H](NC(=O)c1ccc(Cl)c([N+](=O)[O-])c1)C(=O)O	0	-1	0.0	.	-10	-3	3
CCN(CCO)C(=O)c1ccc2oc(Cc3ccc(Cl)cc3)nc2c1	1	-2	0.1	0	-2	2	4

For convenience, some entries already given.
SMILES	EWS-Fli inh	GSIS activator	F508del corr	miR-122 sensor	PAX8 inh HTS	FN deposition inh	DENV2 CPE
CC(C)[C@H](NC(=O)c1ccc(Cl)c([N+](=O)[O-])c1)C(=O)O	0	-1	0.0	.	-10	-3	3
CCN(CCO)C(=O)c1ccc2oc(Cc3ccc(Cl)cc3)nc2c1	1	-2	0.1	0	-2	2	4

Remaining list, next part.
SMILES	EWS-Fli inh	GSIS activator	F508del corr	miR-122 sensor	PAX8 inh HTS	FN deposition inh	DENV2 CPE
CCOC(=O)c1c(NC(=O)COC(=O)Cn2cnc3ccccc32)sc2c1CCC(C)C2 (stereo not given)	9	27	-1.1	.	43	-2	8
Cc1cccc(C(=O)c2c[nH]cc2-c2ccccc2)c1	.	10	.	9	-19	6	.
C/C=C/c1ccc2c(c1)O[C@@H](CN(C)S(=O)(=O)c1ccc(F)cc1)[C@@H](C)CN([C@H](C)CO)S2(=O)=O	-1	-28	4.0	7[16.7 µM]	8	.	1
COC(=O)CNC(=O)Cn1cnc2sc(C)c(S(=O)(=O)N3CCN(c4ccccc4OC)CC3)c2c1=O	-2	9	4.7	-1	-5	-2	5
COc1cc(-c2[nH]nc3c2C(c2ccco2)C(C#N)=C(N)O3)cc(OC)c1OC (stereo not given)	-12	-9	-4.9	.	9	.	-8
Cc1cc(F)ccc1S(=O)(=O)N1CCCOC1CNC(=O)C(=O)NCCC1=CCCCC1 (stereo not given)	-25	16	.	.	0	-7	-7
COc1ccc(CN(C)CC(=O)NC(=O)Nc2ccccc2F)cc1	-9	2	-0.3	-1	-11	-3	1
O=C(O)C1OC1(c1ccccc1Cl)c1ccccc1Cl (stereo not given)	-2	4	-0.3	.	9	0	-1
C/C=C/c1ccc2c(c1)[C@H]1[C@H](CCN1C(=O)Cc1cccnc1)[C@@H](CO)N2C	-14	-14	-0.5	1[16.7 µM]	-17	2	18
O=C(C[C@H]1CC[C@H]2[C@@H](COC[C@@H](O)CN2S(=O)(=O)c2cccc(F)c2)O1)Nc1ccc(-c2ccccc2)cc1	-50	-5	0.1	2[16.7 µM]	-23	1	?
O=C(Nc1ccc(O)c2c(=O)cc(-c3ccccc3Cl)oc12)c1ccc(F)cc1	0	20	-2.8	-2	9	11	-19
CCOC(=O)c1ccc(S(=O)(=O)N2CCN(C(=O)c3cc(=O)c4ccccc4o3)CC2)cc1	9	-23	2.1	-1	-2	5	2
C/C=C/c1ccc([C@@H]2[C@@H](CO)N(C(=O)C3CC3)C23CN(S(=O)(=O)CC)C3)cc1	-8	1	-0.5	.	-3	1	?
O=c1c2ccccc2[nH]c(=S)n1Cc1cccnc1	6	5	-0.2	-1	.	.	-6

Assay outcomes from PubChem.
